D3 antag: qHTS of D3 Dopamine Receptor Antagonist: qHTS; D(3) dopamine receptor (Homo sapiens), P35462; D3R cells, DiscoveRx beta-arrestin luminescence, antagonist mode; active compounds read low; max response, negative = inhibition, %; 360,000 compounds, 2.5% hits; in the data active means max response below about -50%; inconclusive means no clear call, values can overlap the other calls; further: on the % scale 0 is the no-effect control and ±100 the full control effect; mostly tested at two doses, the higher about 12 µM
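Cells plated overnight at 1500 cells/well, then exposed to library compounds with dopamine controls for 90 minutes at 37 degrees C. DiscoveRx reagent added for 30–60 minutes at room temperature; luminescence read, quantitative HTS format.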
DRD3 agonist: qHTS of D3 Dopamine Receptor Agonist: qHTS; D(3) dopamine receptor (Homo sapiens), P35462; D3R DiscoveRx beta-arrestin cells, luminescence, 90 min; max activation, %; 410,000 compounds, 0.58% hits; AID 652048, 2013; in the data active means max activation above about 30%; further: 0% is about no effect; mostly tested at two doses, the higher about 12 µM
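Agonist mode: compounds and dopamine controls were applied to plated cells for 90 min at 37 degrees C after an overnight attachment at 1500 cells/well. Luminescent read-out followed 30 - 60 minutes at room temperature with DiscoveRx detection reagent.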
TDP43 rescue: qHTS of TDP-43 Inhibitors; TDP-43 expressing yeast growth rescue, BacTiter-Glo, 24 h; 410,000 compounds, 1.8% hits; Potency, µM (top dose mostly 46.1 µM), inactives show at the highest dose growth rescue (activation), actives largely listed as activators; further: potency means the concentration at half of the fitted maximal effect; % of control where 0% means no effect; nearly all actives have a fitted effect of over 50% in size
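Luminescence from BacTiter-Glo reports growth of TDP-43-expressing yeast after 24 hr at 30 deg C with compound. Cells were raffinose-pregrown to mid-log, then seeded in galactose medium at OD600=0.02.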
EPAC2 agonist: qHTS for Agonist of cAMP-regulated guanine nucleotide exchange factor 4 (EPAC2): primary screen; Rap guanine nucleotide exchange factor 4 (Homo sapiens), Q8WZA2; EPAC2 activation, biochemical qHTS; response scale: 100% = 6.5 mM cAMP response; Potency, µM (doses to about 154 µM), inactives show at the highest dose activation, actives largely listed as activators; 360,000 compounds, 0.079% hits; further: potency means the concentration at half of the fitted maximal effect; nearly all actives have a fitted effect of over 50% in size
Target sequence (Q8WZA2 whole entry, looked up): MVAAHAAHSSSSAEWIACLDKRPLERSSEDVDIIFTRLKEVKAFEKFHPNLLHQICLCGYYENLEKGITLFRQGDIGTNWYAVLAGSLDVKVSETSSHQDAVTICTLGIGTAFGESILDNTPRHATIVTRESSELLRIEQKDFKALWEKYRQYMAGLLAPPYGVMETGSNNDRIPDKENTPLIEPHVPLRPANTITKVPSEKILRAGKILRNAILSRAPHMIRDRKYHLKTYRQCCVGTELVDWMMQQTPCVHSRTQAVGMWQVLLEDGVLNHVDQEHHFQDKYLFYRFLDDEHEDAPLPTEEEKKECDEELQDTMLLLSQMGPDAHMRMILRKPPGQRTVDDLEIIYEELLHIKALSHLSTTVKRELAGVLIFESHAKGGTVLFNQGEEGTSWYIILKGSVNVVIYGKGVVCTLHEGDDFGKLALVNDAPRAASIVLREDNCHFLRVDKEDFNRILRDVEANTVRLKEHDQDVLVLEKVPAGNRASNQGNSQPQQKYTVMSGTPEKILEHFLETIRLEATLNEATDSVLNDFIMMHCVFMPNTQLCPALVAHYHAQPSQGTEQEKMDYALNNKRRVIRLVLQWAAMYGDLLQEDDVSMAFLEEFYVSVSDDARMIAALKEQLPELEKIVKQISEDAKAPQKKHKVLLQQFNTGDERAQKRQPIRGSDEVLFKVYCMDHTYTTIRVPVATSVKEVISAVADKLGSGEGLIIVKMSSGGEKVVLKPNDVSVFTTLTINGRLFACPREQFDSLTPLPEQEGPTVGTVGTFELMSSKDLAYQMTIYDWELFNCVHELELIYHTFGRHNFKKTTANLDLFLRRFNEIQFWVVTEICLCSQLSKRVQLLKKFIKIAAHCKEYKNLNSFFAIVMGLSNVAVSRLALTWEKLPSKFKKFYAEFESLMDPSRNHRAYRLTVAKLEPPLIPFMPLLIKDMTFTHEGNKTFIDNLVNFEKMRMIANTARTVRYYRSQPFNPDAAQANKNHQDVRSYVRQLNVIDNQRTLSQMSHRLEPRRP
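Compounds were added across a concentration range to EPAC2 (100 nM), RAP1B-BODIPY-GDP (250 nM) and GDP (50 uM). After 5 min at room temperature, fluorescence was recorded at 5-min intervals for 30 min.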
FUS yeast rescue: qHTS for Suppressors of FUS Proteinopathy: Primary screen using FUS-linked yeast assay; 390,000 compounds, 0.24% hits; Potency, µM (highest dose often 76.6 µM), without a hit: top-dose growth rescue (activation), hits mostly activators; S. cerevisiae FUS-expressing, growth rescue, OD600, 24 h; AID 1347120, 2019;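 further: potency means the concentration at half of the fitted maximal effect; plate controls were DMSO vehicle for no effect and reference control for full effect; nearly all actives have a fitted effect of over 55% in size; some results filed as inactive show a strong effect at the top dose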
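Quantitative HTS measuring growth restoration of FUS-toxic yeast. Galactose-induced cells (OD 0.005) were exposed 24hr at 30C to compounds at several concentrations, then absorbance at 600 nm was recorded.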
EPAC2 antagonist: qHTS for Antagonist of cAMP-regulated guanine nucleotide exchange factor 2 (EPAC2): primary screen | Rap guanine nucleotide exchange factor 4 (Homo sapiens), Q8WZA2 | 360,000 compounds, 0.18% hits | AID 720708, 2013 | EPAC2 GEF exchange of Rap1B-BODIPY-GDP, fluorescence | Potency, µM (top dose mostly 114 µM), for inactives: top-dose activity, negative = inhibition, usual class: inhibitors; further: potency means the concentration at half of the fitted maximal effect; on the % scale 0 is the no-effect control and ±100 the full control effect; nearly all actives have a fitted effect of over 45% in size; many of its hits are not listed in these tables
aSyn rescue: qHTS of alpha-syn Inhibitors; Yeast expressing alpha-synuclein, growth rescue, BacTiter-Glo, 24 h; Potency, µM (doses to about 46.1 µM), for the others: top-dose growth rescue (activation), hits mostly activators; 370,000 compounds, 0.14% hits; further: potency means the concentration at half of the fitted maximal effect; % of control where 0% means no effect; nearly all actives have a fitted effect of over 65% in size
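Rescue of yeast growth: cells expressing toxic alpha-synuclein, induced in galactose at OD600 0.02, incubated with compound 24 h at 30 C. ATP luminescence quantified growth; inhibitors of toxicity appear as activators.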
Abeta yeast res: qHTS for compounds that reverse cellular toxicity of Amyloid beta (A-beta) peptide in yeast: Primary Screen. yeast expressing A-beta42, growth rescue, OD600, 48 h; response scale: 0% DMSO, 100% iron-clioquinol control. Potency, µM (series often up to 46.1 µM), without a hit: at the highest dose growth rescue, hits mostly activators. 410,000 compounds, 0.063% hits. AID 1347071, 2019; further: potency means the concentration at half of the fitted maximal effect; nearly all actives have a fitted effect of over 55% in size
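Yeast A-beta toxicity model in growth medium with pinned compounds, 48 h at 30 C; growth read as absorbance at 600 nm. Normalized to FeCl3/clioquinol equimolar mix (positive) and DMSO (negative).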
Starred values were filed as active, the others as inactive; ? = inconclusive; / = no result given; [ ] = another dose, or the depositor's remark. Unless noted, the call rests on the fitted dose curve; in most records, active means well fitted curve in the direction sought with a large enough effect; inconclusive means small, poorly fitted or top-dose-only effect, or another doubt; inactive means no such curve, though single readings can be large; an effect the other way counts as inactive or inconclusive. These rows are one share of the data; rates above refer to the full screens.

Assay codes: A = D3 antag; B = DRD3 agonist; C = TDP43 rescue; D = EPAC2 agonist; E = FUS yeast rescue; F = EPAC2 antagonist; G = aSyn rescue; H = Abeta yeast res
Cc1cc(CN2CCN(c3ccc(F)cc3)CC2)cs1
  A: /; B: -37; C: 19%; D: /; E: -20%; F: /; G: /; H: -5%
O=C(Nc1nccs1)[C@@H]1CCCN1S(=O)(=O)c1ccc(Cl)cc1
  A: -15; B: 0; C: 19%; D: 6%; E: 9%; F: -2%; G: 1%; H: 19%
Nc1cc(=O)[nH]c2ncnn12
  A: 17; B: 6; C: 0%; D: 9%; E: /; F: -2%; G: -1%; H: -36%[inhibitor]
CC(=O)c1ccc([N+](=O)[O-])cc1
  A: 14; B: 18; C: 26%; D: 14%; E: -40%; F: -14%; G: -2%; H: -16%
Cc1cc(C(=O)OCc2nc3ccccc3s2)c(C)o1
  A: -7; B: 4; C: 11%; D: 13%; E: /; F: -5%; G: 0%; H: 4%
CCOC(=O)c1[nH]c(C)c(C(=O)NC2CCCCC2)c1C
  A: -6; B: 3; C: 6%; D: 2%; E: -11%; F: 6%; G: -10%; H: 1%
CCc1nc2ccc(C(=O)N(CC)CCN(C)C)cn2c1N(CC)C(=O)NCCc1ccccc1
  A: ?; B: -12; C: 12%; D: 6%; E: -20%; F: 7%; G: -2%; H: -12%
Cc1cc(/C=N\NC(=O)CC(=O)NC2CCCCC2)c(C)n1-c1cccc(Cl)c1Cl
  A: -24; B: -9; C: 11%; D: 11%; E: /; F: -15%; G: 7%; H: 15%
O=C(O)c1cc(-c2ccc(Cl)c(Cl)c2)n(-c2ccc(F)cc2)n1
  A: -3; B: -5; C: 2%; D: -7%; E: -13%; F: -13%; G: 1%; H: -41%[inhibitor]
Nc1ccccc1SCC(=O)Nc1ccc2c(c1)OCCO2
  A: 0; B: 2; C: -1%; D: 4%; E: 9%; F: 0%; G: 9%; H: -4%
O=C(CSc1nnc(-c2ccccc2)n1Cc1ccccc1)N1CCOCC1
  A: -11; B: 0; C: 3%; D: 3%; E: 3%; F: 23%; G: 0%; H: -3%
CC(C)OCCCNC(=O)C(C)Oc1ccccc1 (stereo unspecified)
  A: 15; B: 10; C: -6%; D: 4%; E: 4%; F: 7%; G: 6%; H: 16%
O=C(NCCCn1ccnc1)/C(=C\c1ccc(Br)cc1)NC(=O)c1ccccc1
  A: 13; B: -5; C: ?; D: 0%; E: 12%; F: 2%; G: 19%; H: 11%
O=C(Nc1cc2cccc([N+](=O)[O-])c2oc1=O)c1cccs1
  A: 1; B: 3; C: -13%; D: 5%; E: -8%; F: -2%; G: 1%; H: -9%
COc1ccc(-c2nsc(C(=O)N(c3ccc(F)cc3)C(C(=O)NC3CCCC3)c3ccc(OC)cc3)c2N)cc1 (stereo unspecified)
  A: 15; B: -2; C: 4%; D: -5%; E: 19%; F: -1%[57.1 µM]; G: 8%; H: 25%
CN(C)C1=NCCN1CCc1ccccc1
  A: 14; B: 18; C: 2%; D: -1%; E: -22%; F: -3%; G: 0%; H: 0%
CCCn1nc(C(=O)OCC(=O)c2ccc3c(c2)NC(=O)CO3)c2ccccc2c1=O
  A: 16; B: 1; C: 18%; D: -5%; E: 23%; F: -4%; G: 5%; H: 0%
COc1cc(OC)cc(-c2nnc(SCC(=O)N3CCOCC3)o2)c1
  A: -29; B: 3; C: 12%; D: 1%; E: 15%; F: 6%; G: 0%; H: 10%
Cc1ccc(S(=O)(=O)N2C[C@H]3C(=O)C[C@@H](c4ccc(Cl)cc4)N(S(=O)(=O)c4ccccc4C)[C@H]3C[C@H]2c2cccc(Cl)c2)cc1
  A: 5; B: 0; C: 0%; D: 14%; E: 35%; F: 3%; G: 0%; H: 5%
Cc1ccc2oc(C(=O)N(Cc3ccccc3)C3CCS(=O)(=O)C3)c(C)c2c1 (stereo unspecified)
  A: 3; B: 9; C: 11%; D: 20%; E: 32%; F: -25%; G: 7%; H: 2%
COc1ccc(Br)cc1Cn1nnc(C(=O)Nc2ccc3c(c2)OCCO3)c1N
  A: -8; B: -2; C: 0%; D: 10%; E: 13%; F: 4%; G: 1%; H: 0%
CCS(=O)(=O)N1Cc2ccccc2CC1C(=O)N(C)Cc1ccc(OC)c(F)c1 (stereo unspecified)
  A: 12; B: -7; C: 13%; D: 5%; E: -2%; F: -2%; G: 6%; H: 4%
O=C(NC1CC1)c1cc(-c2ccco2)nc2ccccc12
  A: 12; B: 2; C: -7%; D: -9%; E: 13%; F: 3%; G: -2%; H: 1%
CC(C)NC(=O)CCCN1C(=O)c2ccccc2Sc2ncccc21
  A: -2; B: -1; C: -1%; D: 4%; E: -19%; F: 15%; G: -4%; H: 0%
CS(=O)(=O)c1cccc(-c2nnc(NC(=O)c3ccc(S(=O)(=O)N4CCCC4)cc3)o2)c1
  A: 1; B: 1; C: 16%; D: -3%; E: 4%; F: -1%; G: -5%; H: 14%
CC(C)Cn1c(N)c(C(=O)COC(=O)c2ccccc2C(=O)c2ccccc2)c(=O)n(C)c1=O
  A: -15; B: 12; C: 26%; D: 5%; E: 12%; F: 0%; G: 0%; H: 7%
CCOC(=O)c1sc2cccc(F)c2c1S(=O)(=O)Nc1ccccc1F
  A: /; B: 8; C: 18µM*; D: /; E: 21%; F: /; G: /; H: -28%
COc1ccc(O)c(CN2CCC(n3nccc3NC(=O)c3ccccc3Cl)CC2)c1
  A: -15; B: -25; C: -18%; D: -3%; E: /; F: -1%; G: 0%; H: 0%
O=C(C1CCCCC1)N1C[C@@H](n2cc(-c3ccc(F)cc3)nn2)[C@H](O)C[C@@H]1c1ccc(Cl)cc1
  A: -6; B: 0; C: 22µM*; D: 7%; E: 21%; F: -12%; G: 2%; H: 5%
CC(NS(=O)(=O)c1ccccc1Cl)C1CC2CCC1C2 (stereo unspecified)
  A: -9; B: -6; C: -23%; D: 10%; E: 16%; F: -15%; G: 10%; H: -47%[inhibitor]
O=C1c2cccc3cccc(c23)C(=O)N1CCCN(C(=O)c1cccs1)c1cccc(F)c1
  A: 11; B: 2; C: 21%; D: 0%; E: -24%; F: 4%; G: 1%; H: -1%
COc1ccc(-n2c(=O)c3ccccc3n(Cc3ccc(F)cc3Cl)c2=O)cc1OC
  A: /; B: 2; C: 21%; D: /; E: -3%; F: /; G: /; H: 1%
CN(C(=O)c1ccc(NC(=O)C2CCCN(C(=O)OC(C)(C)C)C2)cc1)C1CCCCC1 (stereo unspecified)
  A: 10; B: -3; C: 5%; D: -6%; E: 45%; F: -20%; G: -1%; H: 4%
CCN(C(=O)c1ccc(N2CC3CC(C2)c2cccc(=O)n2C3)c(NC(=O)c2ccncc2)c1)c1cccc(C)c1 (stereo unspecified)
  A: -14; B: -7; C: -2%; D: 8%; E: 17%; F: 4%; G: 0%; H: -3%
CC(C)n1nnc(-c2ccc(OCc3ccccc3F)cc2)n1
  A: 5; B: 4; C: -6%; D: 23%; E: 34%; F: -3%; G: -14%; H: -23%
Clc1cccc(N2CCN(c3ncnc4c3nc3n4CCCC3)CC2)c1
  A: /; B: -3; C: 16µM*; D: /; E: -12%; F: /; G: /; H: -18%
CCCCN(CCCC)c1ncnc2nc[nH]c12
  A: 28; B: 1; C: -34%[inhibitor]; D: 2%; E: -28%; F: -18%; G: -25%; H: -68%[inhibitor]
CCOC(=O)c1ccccc1Nc1cn(C(C)=O)c2ccccc12
  A: 33; B: 6; C: 22%; D: 0%; E: /; F: 11%; G: 20%; H: -5%
Cc1ccc2nc(C(C)(C)C)c(Cc3ccccc3C(F)(F)F)n2c1
  A: -1; B: -6; C: 11%; D: 10%; E: 14%; F: -26%; G: 4%; H: -6%
CCOc1ccc(CNC(=O)C2CCN(C(=O)c3sccc3-n3cccc3)CC2)cc1
  A: /; B: 6; C: 13%; D: /; E: 31%; F: /; G: /; H: -8%
O=C(CSc1nc(=O)n(Cc2ccccn2)c2c1CCC2)Nc1ccc(F)cc1F
  A: 3; B: 5; C: -9%; D: 12%; E: -4%; F: -4%; G: 0%; H: -2%
O=C1CN(C(=O)CNCc2ccc(Cl)cc2)c2ccccc2N1
  A: -10; B: -6; C: -16%; D: 12%; E: 18%; F: 4%; G: -1%; H: 3%
O=[N+]([O-])/C=C\c1ccc(N2CCOCC2)cc1
  A: -1; B: 6; C: -56%[inhibitor]; D: 10%; E: -22%; F: 8%; G: -70%[inhibitor]; H: -78%[inhibitor]
COc1cc(C2c3c(oc4ccccc4c3=O)C(=O)N2c2ccccn2)cc(OC)c1OC (stereo unspecified)
  A: /; B: -2; C: 16%; D: /; E: -4%; F: /; G: /; H: -25%
OC(c1ccc(F)cc1)c1nc(-c2cccc(F)c2)cs1 (stereo unspecified)
  A: 15; B: 8; C: 11µM*; D: 9%; E: -3%; F: -27%; G: 17%; H: 14%
CCN(C(=O)COC(=O)c1cc(=O)[nH]c2ccccc12)c1c(N)n(Cc2ccccc2)c(=O)[nH]c1=O
  A: -25; B: -10; C: -5%; D: 2%; E: -5%; F: -5%; G: 1%; H: -4%
COc1ccc(-c2nnc(-c3cccnc3)o2)cc1OC
  A: -13; B: 6; C: -23%; D: 8%; E: 30%; F: 18%; G: -5%; H: -19%
COc1ccc(C(c2nnnn2Cc2cccs2)N2CCN(c3ccccc3F)CC2)cc1 (stereo unspecified)
  A: -2; B: 2; C: 25%; D: 1%; E: 8%; F: 3%; G: 8%; H: 24%
Cc1ccc(S(=O)(=O)N(C)C)cc1NC(=O)CN1C(=O)NC2(CCCc3ccccc32)C1=O (stereo unspecified)
  A: 4; B: 2; C: 8%; D: 9%; E: /; F: 4%; G: 7%; H: 3%

Compound profiles (already shown). Order of values: D3 antag | DRD3 agonist | TDP43 rescue | EPAC2 agonist | FUS yeast rescue | EPAC2 antagonist | aSyn rescue | Abeta yeast res
Cc1ccc(S(=O)(=O)N(C)C)cc1NC(=O)CN1C(=O)NC2(CCCc3ccccc32)C1=O (stereo unspecified) is listed as 4 | 2 | 8% | 9% | / | 4% | 7% | 3%
COc1ccc(C(c2nnnn2Cc2cccs2)N2CCN(c3ccccc3F)CC2)cc1 (stereo unspecified) is listed as -2 | 2 | 25% | 1% | 8% | 3% | 8% | 24%

Compound activity as filed in PubChem.
